BioA inh = M. tuberculosis BioA enzyme inhibitors, primary screen, biochemical, plate reader, single point, HTS; 7,8-diaminopelargonic acid synthase BioA (Mycobacterium tuberculosis); purified M. tuberculosis BioA enzyme; inhibition, % at 9.99 µM; hit rate 0.096% among 360,000; AID 602481, 2012; in the data active = inhibition above about 40%; inconclusive = no clear call, values can overlap the other calls
CCHFV vOTU inh = CCHFV vOTU protease inhibitors, primary screen, biochemical, Pep-AMC substrate, fluorescence. Crimean-Congo hemorrhagic fever virus L polyprotein viral ovarian tumor (vOTU) protease …. inhibition, % at 11.5 µM. hit rate 0.55% among 370,000. AID 651958, 2012; note: 0% = vehicle wells with enzyme and 100% = no enzyme wells
GDH-TPI counter = GDH-TPI coupling enzyme inhibitors, primary screen, artefact control for M. tuberculosis FBA inhibitor project, biochemical, absorbance, full deck; GDH-TPI coupled enzyme counterscreen, NADH absorbance; hit rate 1.2% among 360,000; inhibition, % at 4.8 µM;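 note: 0% = DMSO wells and 100% = wells lacking the enzyme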
BoNT-F LC inh = BoNT/F light chain protease inhibitors, primary screen, biochemical, flow cytometry, MLPCN library; Botulinum neurotoxin type F light chain protease (Clostridium botulinum); hit rate 0.22% among 360,000; inhibition, % at 10 µM; AID 588497, 2011; Multiplex microsphere protease cleavage assay; in the data active = inhibition above about 35%, passing the limit was not always enough; inconclusive = no clear call, values can overlap the other calls; note: plate controls were buffer without enzyme for full effect and enzyme alone for no effect
VHR inh abs = VHR1 phosphatase inhibitors, primary screen, biochemical, absorbance, uHTS. Dual specificity protein phosphatase 3 (Homo sapiens), P51452. recombinant VHR phosphatase, pNPP absorbance. inhibition, % at 13.3 µM. hit rate 0.52% among 290,000. AID 1654, 2009; in the data active = inhibition above about 50%; note: some compounds called inactive have numbers as strong as hits
Target sequence (P51452 whole entry, looked up): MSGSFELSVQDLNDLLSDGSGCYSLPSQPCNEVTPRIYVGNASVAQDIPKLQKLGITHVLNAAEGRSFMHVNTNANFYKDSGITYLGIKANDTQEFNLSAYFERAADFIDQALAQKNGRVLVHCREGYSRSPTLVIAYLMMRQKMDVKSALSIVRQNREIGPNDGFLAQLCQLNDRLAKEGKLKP
MazF activator = activators of E. coli MazEF toxin-antitoxin RNase, primary screen, biochemical, fluorescence, uHTS | Endoribonuclease toxin MazF (Escherichia coli (strain K12)), P0AE70 | hit rate 0.32% among 350,000 | FAM/BHQ RNA-DNA oligo cleavage fluorescence, 5 h | AID 504720, 2011 | activation, % at 20 µM; in the data active = activation above about 50%
Target sequence (P0AE70 whole entry, looked up): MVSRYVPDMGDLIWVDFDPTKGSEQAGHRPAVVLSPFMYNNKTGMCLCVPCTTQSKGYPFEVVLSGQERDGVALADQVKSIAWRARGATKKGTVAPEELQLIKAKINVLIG
Rv3671c protease = Rv3671c serine protease inhibitors, primary screen, biochemical, fluorescence polarization, M. tuberculosis H37Rv. AID 2606, 2010. inhibition, % at 5.96 µM. P9WHR9. hit rate 0.048% among 320,000; in the data active = inhibition above about 38%;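 note: extracellular domain of Rv3671c used as enzyme; 0% = enzyme with DMSO and 100% = no enzyme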
Target sequence (P9WHR9 whole entry, looked up, the tested form may be a part): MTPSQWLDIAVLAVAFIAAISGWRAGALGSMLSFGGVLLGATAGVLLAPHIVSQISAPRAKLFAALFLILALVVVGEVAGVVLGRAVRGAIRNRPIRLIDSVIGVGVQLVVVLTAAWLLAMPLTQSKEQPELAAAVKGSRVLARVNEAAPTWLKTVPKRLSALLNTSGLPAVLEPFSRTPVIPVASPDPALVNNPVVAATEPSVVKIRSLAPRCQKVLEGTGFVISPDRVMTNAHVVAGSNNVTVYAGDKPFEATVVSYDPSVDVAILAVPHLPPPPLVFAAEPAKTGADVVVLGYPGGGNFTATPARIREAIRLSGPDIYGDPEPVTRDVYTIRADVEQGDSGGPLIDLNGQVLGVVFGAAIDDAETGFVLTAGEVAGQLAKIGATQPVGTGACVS
Mtb FBA inh = Mtb FBA enzyme inhibitors, primary screen, biochemical, fluorescence, strain H37Rv; purified M. tuberculosis FBA, fluorescence read-out; hit rate 2.3% among 360,000; inhibition, % at 1 µM; Fructose-bisphosphate aldolase (Mycobacterium tuberculosis (strain ATCC 25618 / H37Rv)), …; in the data active = inhibition above about 27%;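 note: 0% = vehicle and 100% = reference inhibitor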
Target sequence (P9WQA3 whole entry, looked up): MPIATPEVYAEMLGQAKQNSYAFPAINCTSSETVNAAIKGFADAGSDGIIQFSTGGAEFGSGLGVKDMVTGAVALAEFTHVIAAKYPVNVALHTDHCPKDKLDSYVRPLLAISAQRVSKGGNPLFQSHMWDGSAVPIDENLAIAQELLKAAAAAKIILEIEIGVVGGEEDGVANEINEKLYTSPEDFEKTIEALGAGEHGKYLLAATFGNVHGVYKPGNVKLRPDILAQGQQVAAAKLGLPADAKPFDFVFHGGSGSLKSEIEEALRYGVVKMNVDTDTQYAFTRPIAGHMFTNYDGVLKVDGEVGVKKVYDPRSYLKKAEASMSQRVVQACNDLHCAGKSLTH
FadD28 FP inh = inhibitors of FadD28 bisubstrate probe binding, primary screen, biochemical, fluorescence polarization, single point. Mycobacterium tuberculosis FadD28 fatty-acid-AMP ligase. inhibition, % at 12.5 µM. hit rate 0.22% among 360,000; in the data active = inhibition above about 8.5%, passing the limit was not always enough; inconclusive = no clear call, values can overlap the other calls
Mtb UGM inh = M. tuberculosis UGM enzyme inhibitors, primary screen, biochemical, fluorescence polarization, single point; UDP-galactopyranose mutase (Mycobacterium tuberculosis (strain ATCC 25618 / H37Rv)), …; purified UGM, fluorescence polarization probe displacement; inhibition, % at 10 µM; hit rate 0.06% among 320,000; in the data active = inhibition above about 10%, passing the limit was not always enough; inconclusive = no clear call, values can overlap the other calls
Active calls of the source: *; ? = inconclusive; · = not tested or not shown. Cut-off read from the data, not from the text of the source, unless noted: active = inhibition above about 30%; inactive = the rest.

SMILES	BioA inh	CCHFV vOTU inh	GDH-TPI counter	BoNT-F LC inh	VHR inh abs	MazF activator	Rv3671c protease	Mtb FBA inh	FadD28 FP inh	Mtb UGM inh
COc1cccc2cc(C(=O)NC3CC4CCC3C4)oc12 (stereo not given)	-0.1	0	7	18	-2	4	-2	1	-3.1	-2.7
CCc1cccc(C)c1NS(=O)(=O)c1cc(Br)cnc1N	-0.3	1	13	-3	12	11	0	2	-2.6	1.3
COc1ccccc1N1CCN(S(=O)(=O)/C=C/c2ccccc2)CC1	0.0	-6	0	3	20	-6	1	0	-7.8	-2.0
O=c1[nH][nH]c(=S)n1C1CCCCC1	·	·	·	·	12	-4	9	·	·	0.7
Cc1ccc2nc(-c3ccncc3)cc(-c3ccccc3)c2c1	1.0	8	11	-9	7	1	-5	7	-5.7	-1.7
Cc1c(NS(=O)(=O)c2ccc(N3CCCCC3)c([N+](=O)[O-])c2)c(=O)n(-c2ccccc2)n1C	-1.3	9	0	4	6	4	-2	-2	-0.3	-3.0
CC1(C(=O)NS(=O)(=O)c2cccc(C#N)c2)CCN1C(=O)C/C=C/c1ccccc1 (stereo not given)	-1.2	-9	16	2	·	·	·	3	-1.5	·
COc1cc2c(cc1OC)C(C(=O)NCC1COc3ccccc3O1)C(c1cccnc1)N(C)C2=O (stereo not given)	·	-2	·	·	-2	4	-5	·	·	-2.3
CC1CN(C(=O)c2cccc(Oc3ccccc3)c2)CC(C)O1 (stereo not given)	0.8	15	-6	8	13	-1	-8	-1	-1.6	-3.5
CCn1c(SCC(=O)N2CC(C)OC(C)C2)nc2c([nH]c3ccccc32)c1=O (stereo not given)	-1.1	-2	1	-7	-8	2	-3	0	-0.2	-1.5
O=C(CCC(=O)N1CCOc2ccccc21)NCc1ccccn1	-0.6	12	-5	-7	17	2	-1	-2	0.0	-0.3
COC(=O)C1=C(c2ccccc2)C[C@@H]2CC[C@H]1N2C(=O)NCCCOC(C)C	0.5	6	-4	-5	·	5	1	-1	-2.5	-0.9
O=C(Nc1cccc([N+](=O)[O-])c1)Nn1cnnc1	0.3	-1	4	1	-2	-9	2	-1	-0.7	1.9
CN(CCCn1ccc(N)nc1=O)Cc1ccco1	-0.2	-12	-9	-5	·	0	·	-1	-2.0	·
CC(/C=C1\SC(=O)N(CCCC(=O)O)C1=O)=C\c1ccccc1	-6.1	9	6	-2	-10	-4	-1	-2	0.6	-2.0
CCc1ccc(-c2cc3c(=O)n(CC(=O)NCCCN4CCN(Cc5ccccc5)CC4)nc(C)n3n2)cc1	0.2	7	6	2	15	6	14	7	-1.0	1.9
Cc1ccc(S(=O)(=O)c2cc3c(=O)n4ccccc4nc3n(CCc3ccccc3)c2=N)cc1	-1.4	3	0	9	-4	72*	6	2	-0.1	6.6
CC(C)(Oc1ccc(Cl)cc1)C(=O)NC1=NN(c2ccccc2)C(=O)C1	·	5	10	-3	-5	-7	-4	1	3.3	-0.1
CCC(C)N1C(=O)S/C(=C/c2ccc(Sc3nc4ccccc4[nH]3)o2)C1=O (stereo not given)	·	-3	22	-7	21	-4	-39	5	-0.2	-1.6
Cc1cccn2c(=O)nc(SCC(=O)c3ccccc3)nc12	-1.2	-14	16	·	·	-2	-1	0	0.5	4.9
Clc1ccc(-n2nnnc2CN2CCOCC2)cc1	0.2	7	-3	-8	35	4	-2	3	-1.4	-1.6
COc1ccc(NC(=O)C(C)Sc2nnc(C3CC3)n2C2CC2)cc1 (stereo not given)	1.0	-3	-2	2	·	2	-4	-1	-3.7	0.5
CCC(C)[C@H](NC(=O)Nc1ccccc1F)C(=O)OC (stereo not given in full)	·	-7	-6	-7	5	2	-2	-1	-1.3	1.1
CC1(c2ccccc2)NC(=O)N(CC(=O)NCCN2C(=O)S/C(=C\c3cccnc3)C2=O)C1=O (stereo not given)	0.3	-2	30	-4	·	4	·	-1	-0.3	·
CCOc1cc(C(=O)N/N=C/C2CC=CCC2)cc(OCC)c1OCC (stereo not given)	·	12	14	-4	7	2	-7	-1	0.2	1.7
O=C(c1ccc(-c2cc(O)c3ncccc3c2)cc1)N1CCNCC1	-0.1	6	8	-68	·	1	8	-1	-2.7	-1.4
CCOC(=O)CN(C(=O)CSc1nnc(-c2ccc(OC)c(OC)c2)o1)c1ccc(F)cc1	2.4	14	5	·	8	-1	0	2	0.7	-1.0
Cc1ccc(CN(C)C(=O)c2cccc(S(=O)(=O)N3CCN(Cc4ccccc4)CC3)c2)o1	0.5	10	-10	-5	·	5	6	-2	-3.2	-2.9
CCC(C)NCCOCCOc1ccc(Br)cc1 (stereo not given)	-0.6	-10	8	-7	27	6	4	3	-0.7	1.3
CC1CN(C(=O)c2c([N+](=O)[O-])cnn2C)CC(C)O1 (stereo not given)	-1.3	-3	-2	5	15	-3	4	1	-2.1	-2.4
CCCc1c(C)nc(N2CCN(c3ccccc3OC)CC2)[nH]c1=O	-2.6	-7	3	-16	11	-2	7	-4	-3.9	1.1
COc1ccc(C=NNC(=S)NC23CC4CC(CC(C4)C2)C3)cc1OC	·	9	9	-2	·	-1	·	-2	-4.0	·
CCN(CC)c1cc(C)c2cc(NC(=O)c3ccc(Br)o3)ccc2n1	-0.6	1	8	1	15	9	-1	-2	-4.5	-0.2
O=C(CN1C(=O)NC2(CCCC2)C1=O)N1CCN(S(=O)(=O)c2ccccc2)CC1	-1.8	-3	-6	4	41	5	-2	0	-1.5	-2.7
CCN(CC)S(=O)(=O)c1ccc2c(c1)c(=O)c(C(=O)N1CCOCC1)cn2C	-0.3	16	13	-4	21	-2	5	2	-2.4	0.7
COc1cc(S(=O)(=O)N2CCN(c3ccccn3)CC2)ccc1Br	1.5	1	2	?	11	-1	0	4	0.3	0.4
COc1ccc(CN(C(=O)c2ccco2)c2ccc(C)cc2)cc1OC	9.1	6	-3	-9	15	4	1	-10	-5.2	5.6
CC1=N/C(=C/c2ccc([N+](=O)[O-])cc2)C(=O)N1c1ccc(Cl)cc1Cl	-3.4	-2	12	8	20	-1	-5	-2	-1.1	-1.4
Cc1cc(C)cc(N(CC(=O)N2CCOCC2)S(=O)(=O)c2ccccc2)c1	-0.4	9	-8	-4	22	1	-3	10	-2.9	0.0
COCCN(C(=O)CNC(=O)c1ccco1)C(C(=O)NC1CCCC1)c1ccc(F)cc1 (stereo not given)	-0.8	4	7	-5	17	13	8	-1	0.4	1.9
C[C@H](CO)N1C[C@H](C)[C@@H](CN(C)C(=O)Nc2ccc(C(F)(F)F)cc2)Oc2ccc(NS(=O)(=O)c3ccccc3)cc2C1=O	-0.4	7	5	-7	·	-10	-15	1	-0.8	-4.8
O=C(Nc1nnc(/C=C/c2ccccc2)s1)c1ccco1	-1.4	12	74*	?	25	0	4	34*	-2.0	1.7
CCC12CN3CC(CC)(CN(C1)C3c1ccccc1Cl)C2O (stereo not given)	0.9	-4	2	-6	-1	6	1	-2	-1.3	-0.5
COc1ccc(-c2cc(C(=O)NCc3cn(C)nc3C)c3ccccc3n2)cc1OC	·	-2	19	5	7	4	-6	5	-2.7	-1.1
CCCc1nc(-c2ccccc2)c(-c2ccc(OC)c(OC)c2)c(=O)[nH]1	0.5	8	3	-16	-4	13	5	-1	-2.4	-2.9
CCOC(=O)C1CCN(C(=O)COc2ccc(Br)cc2Br)CC1	1.7	0	1	0	-3	-5	-1	2	0.5	-0.9
CCS(=O)(=O)N1CCCC(C(=O)NCCN(C)Cc2ccccc2)C1 (stereo not given)	-3.0	-3	-3	0	10	1	6	-2	-0.8	-0.2
CN(Cc1ccccc1)C(=O)c1ccc(NC(=O)Cc2cccc(NC(=O)C3CCN(C(=O)C4CCCCC4)CC3)c2)cc1	0.0	-6	20	0	·	-9	-17	2	-2.2	0.5
O=C(COc1ccc(Cl)cc1)N/N=C/c1cccc2cccnc12	-0.6	6	6	3	-10	9	-7	1	0.4	-1.1
O=C(N[C@H]1CC1c1ccccc1)c1ccc([N+](=O)[O-])cc1 (stereo not given in full)	·	0	-1	·	-3	-2	9	-2	-1.1	-4.1

Grouped by structure, those above with fluorine.
SMILES	BioA inh	CCHFV vOTU inh	GDH-TPI counter	BoNT-F LC inh	VHR inh abs	MazF activator	Rv3671c protease	Mtb FBA inh	FadD28 FP inh	Mtb UGM inh
CCC(C)[C@H](NC(=O)Nc1ccccc1F)C(=O)OC (stereo not given in full)	·	-7	-6	-7	5	2	-2	-1	-1.3	1.1
CCOC(=O)CN(C(=O)CSc1nnc(-c2ccc(OC)c(OC)c2)o1)c1ccc(F)cc1	2.4	14	5	·	8	-1	0	2	0.7	-1.0
COCCN(C(=O)CNC(=O)c1ccco1)C(C(=O)NC1CCCC1)c1ccc(F)cc1 (stereo not given)	-0.8	4	7	-5	17	13	8	-1	0.4	1.9
C[C@H](CO)N1C[C@H](C)[C@@H](CN(C)C(=O)Nc2ccc(C(F)(F)F)cc2)Oc2ccc(NS(=O)(=O)c3ccccc3)cc2C1=O	-0.4	7	5	-7	·	-10	-15	1	-0.8	-4.8

Other records:
SMILES	BioA inh	CCHFV vOTU inh	GDH-TPI counter	BoNT-F LC inh	VHR inh abs	MazF activator	Rv3671c protease	Mtb FBA inh	FadD28 FP inh	Mtb UGM inh
CCOC(=O)CCCNC(=O)CCNC(=O)c1ccc(OC)cc1	-0.7	13	7	-9	24	3	-9	-1	-2.8	-1.9
CCOc1cc(/C=C2/C(=N)N3OC(C)=CC3=NC2=O)ccc1OC(=O)c1ccco1	·	10	10	0	-11	49	-2	1	-1.4	-0.5
O=C(NCc1ccccc1)NCc1cccs1	·	-3	5	1	-19	-9	2	3	1.5	0.2
O=C(COC(=O)CSc1ccc([N+](=O)[O-])cc1)NCCC1=CCCCC1	-1.6	24	9	·	·	1	0	0	0.3	0.3
Nc1nnc(C(=O)c2ccccc2N)s1	0.3	·	-1	-3	·	4	2	-9	-3.0	1.4
CCOC(=O)c1c(NC(=O)C2CCN(S(=O)(=O)c3ccc(Cl)cc3)CC2)sc2c1CCCC2	-7.2	-16	1	-7	3	-4	-10	-1	-0.6	-2.7
COc1ccccc1C(C#N)N1N=C(C)CC1c1ccccc1 (stereo not given)	0.3	12	-13	32	-4	7	-6	0	-0.6	-0.4
Cc1ccc(C(=O)N(CC(C)C)c2c(N)n(Cc3ccccc3)c(=O)[nH]c2=O)o1	·	-11	7	-5	·	-13	-8	3	-0.2	2.4
COc1ccc(C2c3[nH]c4ccccc4c3C[C@H]3C(=O)N(c4ccccc4C(=O)N4CCC(C(=O)O)CC4)C(=O)N23)cc1 (stereo not given in full)	-1.1	-7	-3	-2	16	0	-3	4	-2.2	-1.4
COc1cccc(NC(=O)CCN2CCN(c3ccccc3F)CC2)c1	2.4	-2	7	4	17	6	3	1	-0.4	-2.1
O=C(C1CCCCC1)N1CCN(S(=O)(=O)c2ccc(Br)cc2)CC1	1.7	-5	-5	1	10	-5	-2	1	-4.6	-0.6
CC1CCN(C(=O)COC(=O)Cn2cnc3ccccc32)CC1	-3.5	-5	-6	0	·	-4	5	7	1.2	-2.8

Source: PubChem (several laboratories)
